# Bioassay records from PubChem.
# MazF activator: activators of E. coli MazEF toxin-antitoxin RNase, primary screen, biochemical, fluorescence, uHTS; hit rate 0.32% among 350,000; activation, % at 20 µM; AID 504720, 2011; FAM/BHQ RNA-DNA oligo cleavage fluorescence, 5 h; in the data active = activation above about 50%
# Target sequence (P0AE70 whole entry, looked up): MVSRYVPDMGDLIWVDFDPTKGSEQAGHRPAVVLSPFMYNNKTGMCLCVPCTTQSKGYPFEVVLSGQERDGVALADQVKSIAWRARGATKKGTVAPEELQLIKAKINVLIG
# Mtb UGM inh: M. tuberculosis UGM enzyme inhibitors, primary screen, biochemical, fluorescence polarization, single point; purified UGM, fluorescence polarization probe displacement; AID 504406, 2011; inhibition, % at 10 µM; hit rate 0.06% among 320,000; in the data active = inhibition above about 10%, passing the limit was not always enough
# Mtb FBA inh: Mtb FBA enzyme inhibitors, primary screen, biochemical, fluorescence, strain H37Rv. Fructose-bisphosphate aldolase (Mycobacterium tuberculosis (strain ATCC 25618 / H37Rv)), …. inhibition, % at 1 µM. AID 588726, 2011. hit rate 2.3% among 360,000. purified M. tuberculosis FBA, fluorescence read-out; in the data active = inhibition above about 27%;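 note: 0% = vehicle and 100% = reference inhibitor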
# Target sequence (P9WQA3 whole entry, looked up): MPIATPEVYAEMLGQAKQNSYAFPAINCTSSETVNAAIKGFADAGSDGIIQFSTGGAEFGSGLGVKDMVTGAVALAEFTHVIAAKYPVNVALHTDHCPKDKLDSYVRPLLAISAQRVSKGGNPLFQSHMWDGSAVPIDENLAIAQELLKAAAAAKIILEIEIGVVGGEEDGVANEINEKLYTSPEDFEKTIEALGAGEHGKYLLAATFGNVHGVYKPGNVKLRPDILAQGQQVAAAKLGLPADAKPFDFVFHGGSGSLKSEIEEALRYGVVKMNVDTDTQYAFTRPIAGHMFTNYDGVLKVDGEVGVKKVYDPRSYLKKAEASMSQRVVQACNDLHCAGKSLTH
# VHR inh abs: VHR1 phosphatase inhibitors, primary screen, biochemical, absorbance, uHTS. Dual specificity protein phosphatase 3 (Homo sapiens), P51452. recombinant VHR phosphatase, pNPP absorbance. inhibition, % at 13.3 µM. hit rate 0.52% among 290,000. AID 1654, 2009; in the data active = inhibition above about 50%; note: some compounds called inactive have numbers as strong as hits
# Target sequence (P51452 whole entry, looked up): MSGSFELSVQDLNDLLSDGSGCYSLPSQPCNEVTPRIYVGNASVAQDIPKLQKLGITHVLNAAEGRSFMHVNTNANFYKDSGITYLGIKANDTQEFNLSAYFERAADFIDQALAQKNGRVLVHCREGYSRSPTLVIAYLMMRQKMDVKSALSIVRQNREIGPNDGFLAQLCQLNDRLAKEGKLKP
# Rv3671c protease: Rv3671c serine protease inhibitors, primary screen, biochemical, fluorescence polarization, M. tuberculosis H37Rv; P9WHR9; hit rate 0.048% among 320,000; inhibition, % at 5.96 µM; in the data active = inhibition above about 38%;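 note: extracellular domain of Rv3671c used as enzyme; 0% = enzyme with DMSO and 100% = no enzyme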
# Target sequence (P9WHR9 whole entry, looked up, the tested form may be a part): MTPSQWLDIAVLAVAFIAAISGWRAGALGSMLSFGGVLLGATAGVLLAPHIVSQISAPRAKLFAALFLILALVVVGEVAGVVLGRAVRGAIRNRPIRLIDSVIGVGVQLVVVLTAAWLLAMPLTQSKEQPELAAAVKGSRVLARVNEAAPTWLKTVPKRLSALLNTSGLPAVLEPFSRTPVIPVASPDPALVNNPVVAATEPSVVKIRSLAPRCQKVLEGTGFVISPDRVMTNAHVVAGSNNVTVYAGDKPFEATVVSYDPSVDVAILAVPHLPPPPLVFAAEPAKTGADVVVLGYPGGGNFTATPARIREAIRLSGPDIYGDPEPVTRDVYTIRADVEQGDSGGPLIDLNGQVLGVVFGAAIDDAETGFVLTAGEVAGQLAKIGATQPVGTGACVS
# BH1578 lux ind: inducers of Vibrio cholerae quorum light production without autoinducers, primary screen, BH1578 luxS cqsA deficient, single point; hit rate 0.16% among 350,000; activation, % at 18.7 µM; V. cholerae BH1578 lux reporter, luminescence, 6 h; in the data active = activation mostly above about 9.7%, no sharp cut-off; note: not every result past the cut was called active; inactives centre near 0; reference of the scale not given here
# 3CLpro inhibitor: SARS-CoV 3CLpro protease inhibitors, primary screen, biochemical, quenched FRET; Replicase polyprotein 1ab (Severe acute respiratory syndrome coronavirus), P0C6X7; recombinant SARS-CoV 3CLpro, quenched FRET peptide cleavage; inhibition, % at 6 µM; hit rate 0.14% among 290,000; in the data active = inhibition above about 12%
# PriA SSB inh: inhibitors of Klebsiella pneumoniae PriA binding to SSB C-terminal tail, primary screen, biochemical, AlphaScreen; AlphaScreen SSBct-PriA binding, biotinylated peptide; inhibition, % at 33 µM; hit rate 0.6% among 430,000; PriA–SSB C-terminal tail interaction (Klebsiella pneumoniae); in the data active = inhibition mostly above about 37%, no sharp cut-off; inactive = mostly below about 20%;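 note: plate controls were negative control peptide for no effect and reference peptide for full effect; strong numbers were not always called active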
# Mtb BioA inh: M. tuberculosis BioA enzyme inhibitors, primary screen, biochemical, plate reader, single point, HTS; AID 602481, 2012; hit rate 0.096% among 360,000; purified M. tuberculosis BioA enzyme; 7,8-diaminopelargonic acid synthase BioA (Mycobacterium tuberculosis); inhibition, % at 9.99 µM; in the data active = inhibition above about 40%
# GDH-TPI counter: GDH-TPI coupling enzyme inhibitors, primary screen, artefact control for M. tuberculosis FBA inhibitor project, biochemical, absorbance, full deck; GDH-TPI coupled enzyme counterscreen, NADH absorbance; inhibition, % at 4.8 µM; hit rate 1.2% among 360,000; in the data active = inhibition above about 30%;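 note: 0% = DMSO wells and 100% = wells lacking the enzyme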
# * = called active by the depositor; i = inactive; nt = not tested or not shown; & = joins results of further samples. A portion of the library, so the mix of outcomes need not match the whole.
SMILES,MazF activator,Mtb UGM inh,Mtb FBA inh,VHR inh abs,Rv3671c protease,BH1578 lux ind,3CLpro inhibitor,PriA SSB inh,Mtb BioA inh,GDH-TPI counter
COc1ccc(C=C2C(=O)N(C)C(=O)N(C)C2=O)cc1COc1ccc(NC(C)=O)cc1,-6,1.7,-2,17,-11,-0.5,2,-5,-1.6,-16
COc1ccccc1N(CC(=O)Nc1ccccc1C(=O)N1CCCC1)S(C)(=O)=O,4,nt,0,16,nt,i,3,-16,-1.4,-1
COc1ccc(CC(=O)Nc2ccc(N3CCOCC3)cc2)cc1OC,9,-0.4,0,14,-3,-0.2,-1,-4,nt,-4
CCn1cc(CN2CCCC(CNS(=O)(=O)Cc3ccccc3)C2)cn1 (centres undefined),7,-0.3,2,30,-1,i,-5,-15,nt,-9
COCCCNC(=O)C(C#N)c1nc2ccccc2nc1N1CCCC1 (centres undefined),739*,-1.9,11,nt,3,-6.2,-2,-19,-4.7,-2
COc1cccc(NC(=O)C2CCCN2C(=O)NC2CCCCC2)c1 (centres undefined),0,-3.1,-2,-15,7,-0.6,-6,-3,-0.8,-9
COC(=O)NCc1cccc(CNC(=O)OC)c1,2,0.1,1,32,-3,i,4,-6,-0.9,7
COc1ccccc1-c1ccc([C@@H]2C[C@H]3[C@H](CON3C)CN2C(=O)c2ccco2)cc1,-8,nt,-1,nt,nt,4.7,nt,nt,0.4,0
COc1ccc(Cn2c(O)c(/C=N/NC(=O)c3ccccc3)c(=O)[nH]c2=O)cc1,-4,0.5,4,13,5,i,3,nt,-3.0,35*
O=C(CSc1nc(-c2ccco2)cc(C(F)(F)F)n1)NN1CCOCC1,10,1.2,4,28,5,i,2,-7,nt,9
Cc1c(CCC(=O)NCCCC(=O)O)c(=O)oc2cc3oc4c(c3cc12)CCCC4,-1,0.9,6,-16,-2,i,3,-16,-0.7,4
COC(=O)c1cccc(NC(=O)Cc2ccccc2[N+](=O)[O-])c1C,7,0.2,1,-4,0,0.3,0,-16,nt,4
Cc1ccc2sc(NNC(=O)C3COc4ccccc4O3)nc2c1C (centres undefined),6,1.0,-4,4,-3,nt,2,-9,2.1,5
COc1ccc(-n2c(=O)/c(=C\c3cccs3)s/c2=C(/C#N)C(=O)NCCN2CCOCC2)cc1,-20,0.4,-5,27,0,-0.5,-1,nt,-5.2,34*
Cn1c(NC(=O)Cc2cccs2)cc(=O)n(C)c1=O,7,nt,1,34,-3,-0.2,-1,-17,-0.6,8
COc1ccccc1/C=C/C(=O)NCC(=O)N/N=C/c1ccccc1,5,5.1,4,10,2,i,4,nt,nt,7
CCOC(=O)c1c(C)oc2cc(Br)c(OCC(N)=O)cc12,0,0.0,5,18,9,i,-1,0,-0.3,3
CC1CCCCN1CCNC(=O)CC1Oc2ccccc2NC1=O (centres undefined),15,0.6,-2,40,3,-0.6,4,-9,-1.4,11
CCN(C(=O)CN(C1=NC2CS(=O)(=O)CC2S1)c1ccc(OC)cc1)c1cccc(C)c1 (centres undefined),nt,nt,-4,nt,nt,-0.2,nt,nt,0.8,2
O=C(Nc1cnn(Cc2ccc(Cl)cc2)c1)c1cnccn1,5,-0.8,1,8,6,-0.2,-3,-5,6.2,-6
Cc1ccc(CN(C(=O)COc2ccc(C)c(C)c2)C2CCS(=O)(=O)C2)o1 (centres undefined),4,2.4,-1,30,-6,-3.1,-3,10,-0.7,-3
COc1cc(-c2nc3ccccn3c2NCc2ccccc2)ccc1SC1CCCCC1,-17,-1.8,45*,nt,-3,-0.4,nt,-5,-0.2,12
CCOC(=O)c1ccc(NC(=O)c2cc(OC)c(OC)c(OC)c2Br)cc1,1,-2.9,-5,2,-8,i,0,-33,nt,9
O=C(c1ccncc1)N1CCN(c2cccc(C(F)(F)F)c2)CC1,-1,-1.0,-2,-2,0,nt,1,-13,-0.2,4
CN1C(=O)C(Cc2cccc3ccccc23)C(=O)N(C)C1=O,12,-2.8,2,23,-1,i,5,-3,-1.9,5
CCc1ccc2[nH]c3nc(N/N=C/c4cccc(O)c4)nnc3c2c1,-5,-0.5,0,14,6,-0.2,-1,nt,1.2,4
O=C(OCCOCCN=C1NS(=O)(=O)c2ccccc21)C1CC(=O)N(c2ccccc2)C1 (centres undefined),-2,-1.2,0,-15,5,1.0,3,-4,2.2,-3
CC(=O)Nc1ccc(S(=O)(=O)NNC(=O)CCC(=O)Nc2cc(C)ccc2C)cc1,4,-1.0,-2,-4,-10,-0.3,-1,0,nt,-11
Cc1ccc2nc(NC(=O)CSCC(=O)OCC(=O)c3ccc(Br)cc3)sc2c1,-4,-4.7,0,2,-1,i,5,-10,-0.4,-8
CCOc1ccc(/C=C/c2nc(C#N)c(NCCCOC)o2)cc1,-7,-1.7,12,6,0,i,3,-9,-2.3,20
CC(=O)c1cnc2cc(-c3ccccc3)nn2c1C,-7,0.0,3,-1,-2,i,-2,-15,-0.5,13
COc1ccc(S(=O)(=O)Nc2cc(C)c(O)c(S(=O)(=O)c3ccccc3)c2)cc1,0,1.6,-2,-11,-5,i,-1,-16,-2.1,-3
COc1cc(O)c2c(=O)c3c(O[C@H]4O[C@@H](CO)[C@H](O)[C@@H](O)[C@@H]4O)ccc(O)c3oc2c1,6,4.3,-1,nt,8,3.7,nt,-7,-1.3,18
O=C(CSc1nc2ccc([N+](=O)[O-])cc2s1)NCC1CCCO1 (centres undefined),5,-3.3,-2,31,-8,-0.1,-2,-2,1.7,14
CC(C)C1Cc2c(C#N)c(N)sc(=S)c2CO1 (centres undefined),-8,1.6,3,29,-6,-0.6,0,-6,0.8,6
Cc1cc(=O)oc2cc(Oc3ccc([N+](=O)[O-])cc3[N+](=O)[O-])ccc12,5,-0.9,13,-2,8,-0.2,-1,-10,3.1,21
O=C(Cc1ccccc1)Nc1cccc(N2C(=O)C=CC2=O)c1,-2,-0.5,1,2,-6,3.3,2,9,nt,-4
COC(=O)Cn1ccc2cc(S(=O)(=O)N3CCCCC3)ccc21,-1,-1.7,5,-19,-6,i,-3,-1,0.7,12
CC(C)CNS(=O)(=O)c1ccc(CCC(=O)N2CCOCC2)cc1,1,-5.9,0,13,5,-1.4,-7,-12,-1.4,-4
CCC(C)(C(=O)NC1CCCCC1)N(C)C(=O)c1ccccn1 (centres undefined),4,-0.9,-1,11,2,i,0,-16,-0.1,2
CS(=O)(=O)Nc1ccc(-c2cn3cccnc3n2)cc1,5,-1.8,115*,23,3,i,-5,-3,1.6,16
Cc1cc(C)c(S(=O)(=O)N2CCN(C(=O)N3CCCCC3)CC2)c(C)c1,0,-1.4,2,5,7,-0.4,1,-11&-2,-1.2,6
O=C(NCCC(F)(F)F)C1Cc2c(-c3cccc(F)c3)ccnc2O1 (centres undefined),nt,nt,-2,nt,nt,-0.2,nt,nt,0.1,-5
Cn1ncc(C#N)c1NC(=O)c1nn2cccnc2c1Cl,4,-1.2,2,11,3,nt,1,-3,23,9
COc1ccc([C@@H]2C[C@H]3[C@@H](CN2S(=O)(=O)c2ccccc2)C(=O)C[C@@H](c2ccccc2)N3S(=O)(=O)c2ccc(C)cc2)cc1,-15,nt,-2,nt,nt,-0.5,nt,nt,-3.0,12
CN(C)/C=C\C(=C/C(=O)C(F)(F)F)Nc1ccccc1Oc1ccccc1,4,0.9,4,-11,5,-1.5,4,-5,nt,10
C=CCc1ccc(OCC(O)CN2CCCCC2C)c(OC)c1 (centres undefined),-7,-0.4,5,15,4,i,-5,-6,-0.4,3
Clc1ccc(CSc2snnc2-c2ccccc2)cc1,-2,2.4,0,-11,-16,-0.4,2,-64,-1.2,3
Cc1sc2ccccc2c1CNC[C@H]1O[C@@H](n2ccc(N)nc2=O)[C@H](O)[C@@H]1O,8,nt,-3,nt,nt,-1.0,nt,nt,0.1,9
CCOc1cc(C2NC(=O)NC(O)(C(F)(F)F)C2C(=O)c2ccccc2)ccc1OC (centres undefined),8,1.7,-4,2,-1,-0.8,1,-11,1.7,8
COc1ccc(/C=N/NC(=O)c2cc3c(OC)ccc(OC)c3[nH]2)cc1O,23,-1.2,-3,16,19,-2.2,-7,nt,nt,43*
Cn1cc([N+](=O)[O-])c(C(=O)Nc2ccc(C(=O)N3CCCCC3)cc2)n1,6,-1.9,-1,-15,-10,-0.2,3,-1,nt,7
CCOC(=O)C1=C(c2ccccc2)ON(C)C1c1ccccc1 (centres undefined),-2,0.9,3,0,3,-0.4,2,-19,-0.1,-7
COc1ccc(N2C(=O)/C(=C/c3ccc([N+](=O)[O-])cc3)N=C2C)cc1,19,-0.1,-6,12,-3,-0.2,1,7,nt,9
CCn1cc(C(=O)NCCCN(C)C)c(=O)c2cc(F)c(N3CCN(C)CC3)cc21,8,-4.5,21,12,5,0.4,-9,-8,0.9,19
O=C(c1ccccc1)c1ncc[nH]1,1,-3.4,-2,-2,-5,i,-2,4,-1.7,2
O=S1(=O)N=C(N/N=C/c2ccc(Br)o2)c2ccccc21,-7,2.2,-2,11,-4,-0.5,-2,nt,nt,16
O=C(Nc1cccc(OCC(=O)N2CCOCC2)c1)c1cccc([N+](=O)[O-])c1,-9,0.6,-2,-6,11,i,-7,-4,nt,-10
CSc1ccc(S(=O)(=O)NCC(=O)OCC(=O)NCc2cccs2)cc1[N+](=O)[O-],5,-0.1,1,nt,-10,i,nt,6,0.5,6
CCOc1ccc(N2C(=O)/C(=C\c3ccc(OC)c(O)c3)S(=O)(=O)C2c2cccc([N+](=O)[O-])c2)cc1 (centres undefined),6,1.0,-1,18,-2,-0.5,2,-14,nt,7
# (next part)
SMILES,MazF activator,Mtb UGM inh,Mtb FBA inh,VHR inh abs,Rv3671c protease,BH1578 lux ind,3CLpro inhibitor,PriA SSB inh,Mtb BioA inh,GDH-TPI counter
C=CCn1c(COc2ccccc2F)nnc1SCCN1C(=O)c2ccccc2C1=O,-11,nt,-2,9,1,i,3,-4,44*,-9
Cc1ccc(/C=N/n2cc(-c3ccccc3)[nH]c2=S)s1,2,-1.5,21,-18,2,-0.4,-1,nt,-1.2,3
FC(F)(F)c1ccc(NCCc2ccccc2)nc1,4,-0.8,1,20,0,i,4,-34,-1.0,-5
COc1ccc(C2/C(=C(\O)c3ccc4c(c3)OCCO4)C(=O)C(=O)N2Cc2cccnc2)cc1OC (centres undefined),6,-1.0,-2,-9,-3,i,0,nt,1.4,13
COc1ccc(OC)c(CN2CCN(C(=O)c3cc(S(=O)(=O)Nc4ccccc4OC)ccc3C)CC2)c1,3,-1.2,5,18,-11,-1.7,0,14,0.5,3
CCOc1ccc(NC(=O)CCC(=O)n2nc(C)cc2C)cc1,nt,0.6,nt,27,-3,nt,-8,-7,nt,nt

# An excerpt of these results, with two lines to a compound.
# Sequence of screens: MazF activator, Mtb UGM inh, Mtb FBA inh, VHR inh abs, Rv3671c protease, BH1578 lux ind, 3CLpro inhibitor, PriA SSB inh, Mtb BioA inh, GDH-TPI counter
> Cc1ccc(/C=N/n2cc(-c3ccccc3)[nH]c2=S)s1
→ 2, -1.5, 21, -18, 2, -0.4, -1, nt, -1.2, 3
> FC(F)(F)c1ccc(NCCc2ccccc2)nc1
→ 4, -0.8, 1, 20, 0, i, 4, -34, -1.0, -5
